All columns: NCI-60 one-dose screen, growth in % after 48 h at 10 µM unless noted; 100 = growth as untreated, 0 = no growth, -100 = all killed.
OVCAR-8 = OVCAR-8 ovarian cancer; 4.4% of 81,000 active
OVCAR-4 = OVCAR-4 ovarian cancer cells. AID 1794784. 3.7% of 80,000 active
SK-OV-3 = SK-OV-3 ovarian cancer cells | 3.2% of 80,000 active
NCI-H522 = NCI-H522 lung cancer. 8% of 78,000 active. AID 1794739
NCI-H23 = NCI-H23 lung cancer | 4% of 80,000 active
OVCAR-5 = OVCAR-5 ovarian cancer | 2.9% of 82,000 active
IGROV1 = IGROV1 ovarian cancer; AID 1794786; 4.7% of 79,000 active
NCI/ADR-RES = NCI/ADR-RES ovarian cells. 4.4% of 81,000 active. AID 1794790
OVCAR-3 = OVCAR-3 ovarian cancer; 7% of 79,000 active
* hit, by the source's call; . = not tested or not shown; & = joins results of further samples; ! = repeats disagree. The calls were made as follows: active = growth percent below 10; inactive = the rest.

SMILES	OVCAR-8	OVCAR-4	SK-OV-3	NCI-H522	NCI-H23	OVCAR-5	IGROV1	NCI/ADR-RES	OVCAR-3
COc1ccc(Nc2nnc(COc3ccc(CNC(=O)CCCC/C=C/C(C)C)cc3OC)o2)cc1	98	95	86	85	92	94	87	96	98
Cc1[nH]c(C(=O)Nc2nc3ccc(NC(N)=O)cc3s2)c(Cl)c1Cl	101	93	125	89	84	104	104	98	110
Cc1ccc(NC(=O)CSC(N)=O)cc1	105	115	123	70	96	94	114	97	116
COc1ccc(-c2cn(-c3ccc(Cl)cc3)c(SCc3ncc(C)cc3C)n2)cc1	97	90	84	54	96	91	98	97	99
Cc1ccc(N2C(=O)/C(=C3\SC(=S)N(c4ccc(C)c(C)c4)C3=O)SC2=S)cc1C	100	101	96	96	101	98	107	101	.
Fc1ccc(-c2nc3cc4nc5ccccc5[nH]c4cc3n2)cc1	73	99	88	67	84	117	100	87	62
Brc1ccc(Br)c2cnccc12	101	99	100	88	104	103	114	102	105
CC1(C)N=C(N)N=C(N)N1c1cc(Cl)ccc1Cl	85	96	97	53	74	59	68	68	115
CC(=O)Nc1ccc(NC(=O)c2sc3nc4cc5c(cc4cc3c2N)OCCO5)cc1	111	102	101	80	91	92	91	99	102
O=C(COc1ccc(NC(=O)Nc2ccccc2)cc1)N=Nc1c(O)[nH]c2ccc(Br)cc12	41	84	54	77	36	61	54	109	105
COc1cccc(C(=O)NNc2nc(-c3ccccc3)nc3ccccc23)c1	94	97	174	.	95	102	92	73	107
C=C(C)[C@@H]1CC[C@]2(C(=O)O)CC[C@]3(C)[C@H](CC[C@@H]4[C@@](C)(CCC(=O)O)[C@H](C(=C)C)CC[C@]43C)[C@@H]12	98	99	102	88	106	109	93	111	98
COc1ccc(-c2cc(-c3cccnc3)[nH]c(=O)c2C(N)=O)cc1OC	106	105	86	92	102	107	104	105	120
CC(=O)Nc1cc2ccccc2[n+](C)c1	101	102	91	85	102	108	103	105	122
CCC(C)Nc1ccc(NC(C)CC)cc1 (centres undefined)	89	84	98	55	75	103	65	94	29
Cc1cc(N2CCCC2)nc(N(CCCNc2ccnc3cc(Cl)ccc23)Cc2ccc3c(c2)OCO3)n1	-2.1*	14	53	-28*	21	-3.2*	-7.1*	1.7*	-33*
CC1(C)CC(=O)c2c(nn(-c3ccccc3)c2-c2cn(-c3ccccc3)nc2-c2ccccc2)C1	97	89	87	77	87	91	96	95	104
CC(C)(C)OC(=O)CC(C)(O)c1ccc(Cl)cc1 (centres undefined)	103	95	107	106	88	110	120	112	106
COc1cc(OCc2ccccc2)c(CC(=O)O)c([N+](=O)[O-])c1	115	101	100	116	91	107	108	97	110
CCOC(=O)CC1CSC(Nc2ccccc2)=N1 (centres undefined)	101	112	105	95	98	104	103	100	102

One compound at a time, as listed above.
Listed for `Cc1cc(N2CCCC2)nc(N(CCCNc2ccnc3cc(Cl)ccc23)Cc2ccc3c(c2)OCO3)n1` → OVCAR-8: -2.1*; OVCAR-4: 14; SK-OV-3: 53; NCI-H522: -28*; NCI-H23: 21; OVCAR-5: -3.2*; IGROV1: -7.1*; NCI/ADR-RES: 1.7*; OVCAR-3: -33*
Listed for `C=C(C)[C@@H]1CC[C@]2(C(=O)O)CC[C@]3(C)[C@H](CC[C@@H]4[C@@](C)(CCC(=O)O)[C@H](C(=C)C)CC[C@]43C)[C@@H]12` → OVCAR-8: 98; OVCAR-4: 99; SK-OV-3: 102; NCI-H522: 88; NCI-H23: 106; OVCAR-5: 109; IGROV1: 93; NCI/ADR-RES: 111; OVCAR-3: 98

(cont.)
SMILES	OVCAR-8	OVCAR-4	SK-OV-3	NCI-H522	NCI-H23	OVCAR-5	IGROV1	NCI/ADR-RES	OVCAR-3
CN1C(=O)N(C)C2SC(N/N=C/C=C/c3ccccc3)=NC21 (centres undefined)	93	72	98	56	85	93	69	74	29
Cc1ccccc1/C=C1/SC(=O)N(CCCC(=O)N2CCN(c3cc4c(cc3F)c(=O)c(C(=O)O)cn4C3CC3)CC2)C1=O	97	87	83	86	88	100	80	93	101
N#CCCN1CCCC1=O	109	102	104	100	100	106	105	100	102
CCCCCCCC/C=N/Nc1ccc([N+](=O)[O-])cn1	102	102	98	96	96	101	97	100	.
C=CCOc1ccccc1/C=c1\sc2ncnn2c1=O	103	105	117	77	97	137	85	98	114
COc1ccc(C(=O)/C=C/c2c(Cl)nc3c(c(C)nn3-c3ccccc3)c2-c2ccccc2)cc1	.	119	108	95	99	114	111	103	104
NC1=NC2(CCCC2)N(c2ccc(S(N)(=O)=O)cc2)C(N)=N1	103	104	123	101	93	99	105	98	111
C(=C\c1ccccn1)/c1cccnc1	111	109	103	93	100	107	123	114	191
N#C[C@@H]1C2C=CC(O2)[C@H]1C#N	104	97	106	74	102	112	111	104	115
c1ccc(-c2nn[nH]n2)c(-c2ccc(CN3CCN(c4nsc5ccccc45)CC3)cc2)c1	.	86	105	69	86	97	113	92	91
O=C1NN(c2ccccc2)C(c2ccc3c(c2)OCO3)N2CCC[C@@H]12 (some centres undefined)	97	108	99	70	88	108	90	98	100
CC1=CC(C)(C)NC(=S)N1c1cccc2ccccc12	99	98	109	91	98	99	93	102	109
Cc1cccc2c(Cn3cc(Cn4c(C)cc(=O)n(Cc5cn(Cc6cc(=O)[nH]c7c(C)cccc67)nn5)c4=O)nn3)cc(=O)[nH]c12	108	100	.	98	100	104	105	101	104
Cc1ccc2c(c1)-c1nc3nnnn3nc1C(C)(C)O2	111	109	118	106	97	96	112	104	115
O=C(Nc1ccc(Br)cc1)Nc1ccc(F)c(C(=O)c2c[nH]c3ncc(Br)cc23)c1F	52	64	14	45	83	87	27	97	69
CCCC(=O)Oc1ccc(/C(=C(\C)c2ccc(OC)cc2)c2ccc(OCCN3CCCCC3)cc2)cc1	90	75	80	79	79	86	90	76	89
O=C(N/N=C/[C@H]1[C@H](CO)[C@@H](O)C[C@H]1O)c1ccncc1	82	118	84	83	100	114	103	104	112
CCOC(=O)COc1ccc2c(C)c(CCN(CC)CC)c(=O)oc2c1	110	116	101	96	111	101	93	108	129
Cc1cc(C)c(Nc2nc3c(s2)C2=CC[C@H]4[C@@H]5CC[C@H]([C@H](C)CCCC(C)C)[C@@]5(C)CC[C@@H]4[C@@]2(C)CC3)c(C)c1	87	105	103	95	101	104	97	101	103
CC(=O)[C@H]1CC[C@H]2[C@@H]3CC[C@H]4CC(=O)CC[C@@H]4[C@H]3CC[C@]12C	93	84	100	87	100	95	103	99	113
NNC(=O)c1cccc2ccccc12	103	109	104	97	97	102	108	105	119
CCOC(=O)c1ccc(NC(=S)NC(=O)c2ccccc2)cc1	99&97	88&85	103&92	74&88	89&72	93&64	98&94	96&46	104&107
CC/C(=C(/c1ccc(O)cc1)c1ccc(OCCN(C)C(=O)COCCOCCNC(=O)c2ccc3c(c2)CN([C@@H]2CCC(=O)NC2=O)C3=O)cc1)c1ccccc1	61	93	93	90	97	87	38	102	96
Nc1cc(N)nc(SCC(=O)O)n1	100	106	105	80	102	107	106	104	111
COc1cc(C2CC(=O)Nc3c2c(C)nn3-c2nc3ccccc3[nH]2)cc(OC)c1O (centres undefined)	20	64	2.5*	65	37	112	28	81	21
Nc1cc(=O)[nH]c(=O)[nH]1	105	94	99	103	90	.	107	.	99
O=S(=O)(O)c1cc(O)c2cc(Nc3ccccc3)ccc2c1	99	.	93	90	97	95	83	104	.
N#Cc1cc([N+](=O)[O-])ccc1N/C(N)=N/c1nc2ccccc2s1	101	100	95	94	97	97	97	103	104
CCCCC(=O)Nc1ncc(Cc2ccc(Cl)cc2)s1	85	80	79	50	90	74	67	48	68
COc1cc(NS(=O)(=O)c2ccccc2)c2nc3ccc(Cl)cc3nc2c1	92	89	98	81	96	103	109	88	133
C/C=C/C(=O)OCCCc1ccccc1	102	.	111	104	100	108	105	96	107
N#Cc1cnn2c(-c3ccc(Cl)cc3)nc(NCCc3ccccc3)nc12	89	86	74	74	85	101	83	90	99
COc1cc(-c2nc(SCCC(C)C)nc(Nc3ccc(S(N)(=O)=O)cc3)c2C#N)cc(OC)c1OC	30	20	76	45	51	54	41	38	32
N#Cc1c(-c2ccc(Cl)cc2)nc2c(c(-c3ccccc3)nn2-c2ccccc2)c1-c1ccc(N2CCOCC2)cc1	108	109	105	87	99	100	110	105	116
Cc1ccc(/C=C/C(=O)c2ccc(N)cc2)c(C)c1	17	73	122	-76*	10	103	12	62	22
OCc1ccccc1F	83	98	87	71	88	77	86	76	132
CC(=O)n1cc(/C=C2\N=C(c3ccccc3)N(c3ccc(S(=O)(=O)Nc4nccs4)cc3)C2=O)c2ccccc21	93	102	108	83	96	102	106	108	99
O=C(COc1ccc(NC(=O)Nc2ccc(Cl)c(Cl)c2)cc1)N=Nc1c(O)[nH]c2ccc(Br)cc12	-60*	-27*	-43*	-65*	-11*	-45*	-51*	82	-76*
O=C(/C(Cl)=N/O)c1ccc(Cl)cc1	91	110	108	61	99	98	103	105	.
O=C(Cc1ccc(/C=C/C(=O)c2ncc[nH]2)cc1)Nc1ccc(S(F)(F)(F)(F)F)cc1	88	93	101	66	69	87	53	97	80
COC(=O)c1c(C(=O)OC)c2n(CC(=O)Nc3cccc4cccnc34)c3ccccc3n2c1C(=O)c1ccc(C#N)cc1	98	96	102	96	97	97	101	94	99
CN(C)CCC(=O)c1ccc(Cl)cc1	105&110	118&105	108&108	-85*!	87&109	113&117	116&100	104&114	113&115
CC(=O)Nc1ccc(N=Nc2ccccc2)cc1[N+](=O)[O-]	102	94	93	.	95	125	110	103	119
CN1C(=O)CCC1C(=O)NCc1cccc(C(F)(F)F)c1Cl (centres undefined)	101	104	101	90	98	105	104	101	116
CCCOC(=S)Nc1ccc(S(=O)(=O)Nc2ccc(Cl)nn2)cc1	104	107	109	94	98	103	109	102	116
COc1cc(CNC(=O)CCCC/C=C/C(C)C)ccc1OCc1nnc(Nc2cccc(Br)c2)o1	98	85	83	69	66	91	93	87	88
CC1(C)CC(=O)c2cc3c(N)c(C(=O)Nc4ccc(F)cc4)sc3nc2C1	109	.	110	102	102	93	119	104	118
Cc1ccc(C2OCC3(C)C(CCC4(C)C5CC(C6=CCOC6=O)OC5(C)CCC34)O2)cc1 (centres undefined)	89	75	.	79	75	96	89	86	96
N#CC1(C#N)C(c2coc3ccc(F)cc3c2=O)OC23CCCCC2C1(C#N)C(=N)O3 (centres undefined)	107	96	112	93	89	98	94	87	95
C#CCN(C)Cc1ccccc1	98&101	114&112	103&104	92&100	104&106	116	120&103	102&101	104&111

Next section:
SMILES	OVCAR-8	OVCAR-4	SK-OV-3	NCI-H522	NCI-H23	OVCAR-5	IGROV1	NCI/ADR-RES	OVCAR-3
Cc1cc(C)c(NS(=O)(=O)c2ccccc2)c(C)n1	88	97	101	96	102	116	115	106	116
O=C(Nc1ccccn1)c1ccc(-n2c(=O)[nH]c3ccccc3c2=O)cc1	68	106	89	48	88	109	101	93	136
CC(=O)c1c(O)c2ccc(Cl)cc2[nH]c1=O	98	108	90	72	81	94	80	97	101
O=c1oc2c(cc1-c1ccccc1)c[n+]([O-])c1ccccc21	95	99	104	99	101	102	102	109	112
CCCCCCn1c(-c2ccc(C(=O)O/N=C(\N)c3ccc4ccccc4c3)cc2)nc(-c2ccccc2)c1-c1ccccc1	65	57	91	48	44	72	-48*	3.9*	75
CCN(CC)c1ccc(NC(=S)NN)cc1	108	87	106	81	101	101	108	103	98
Cc1nc2sc(C(=O)Nc3ccccn3)c(N)c2cc1C(C)O (centres undefined)	93	81	65	60	84	78	70	74	76
CC12CCC3(CC1CCC1OC12)OCCO3 (centres undefined)	109	105	110	109	102	99	99	103	116
CCC(C)(C)c1ccc(O)c(CNCCO)c1	104	98	109	100	111	110	119	112	101
O=S(=O)(NCCNc1cc(-c2c(-c3cccc(O)c3)nc3sccn23)ccn1)c1ccc(Cl)cc1	51	40	75	66	79	107	54	88	64

Taken from above:
Reading of CC(=O)[C@H]1CC[C@H]2[C@@H]3CC[C@H]4CC(=O)CC[C@@H]4[C@H]3CC[C@]12C in SK-OV-3: 100
Reading of Nc1cc(N)nc(SCC(=O)O)n1 in OVCAR-8: 100
Reading of CN(C)CCC(=O)c1ccc(Cl)cc1 in NCI-H23: 87&109
Reading of CC(=O)Nc1cc2ccccc2[n+](C)c1 in OVCAR-8: 101

Part of the list above in order of molecular weight, lowest first:
SMILES	OVCAR-8	OVCAR-4	SK-OV-3	NCI-H522	NCI-H23	OVCAR-5	IGROV1	NCI/ADR-RES	OVCAR-3
CC12CCC3(CC1CCC1OC12)OCCO3 (centres undefined)	109	105	110	109	102	99	99	103	116
CCC(C)(C)c1ccc(O)c(CNCCO)c1	104	98	109	100	111	110	119	112	101
CCN(CC)c1ccc(NC(=S)NN)cc1	108	87	106	81	101	101	108	103	98

Following part.
SMILES	OVCAR-8	OVCAR-4	SK-OV-3	NCI-H522	NCI-H23	OVCAR-5	IGROV1	NCI/ADR-RES	OVCAR-3
CCC(C(=O)C(C)CN(C)C)(c1ccccc1)c1ccccc1 (centres undefined)	108	90	96	84	96	85	92	95	90
Cc1cc(=O)n(C(=O)COc2ccc3c(C)c(Cc4ccccc4)c(=O)oc3c2C)[nH]1	100	106	98	82	95	118	105	101	109
COc1cc(C2=NN(C=O)C(c3cccc(Nc4ccnc5cc(Cl)ccc45)c3)C2)cc(OC)c1OC (centres undefined)	70	69	81	.	77	94	102	66	85
Cc1ccc(NCc2cn(-c3ccc(C(=O)O)cc3)nc2-c2ccc(C(=O)O)cc2)nc1	103	102	110	97	109	101	108	112	107
COc1cc(C(C)(C)C)c(O)c(C(C)(C)C)c1	95	120	104	99	105	104	103	115	108
COc1cc(OC)c(S(N)(=O)=O)cc1C(=O)/C=C/c1ccc(Cl)cc1	3.0*	50	34	-6.5*	6.9*	17	6.7*	20	.
Cc1ccccc1N=C1C(=O)Nc2ccccc21	101	96	104	98	97	108	102	93	103
N#Cc1ccc(NC(=O)c2ccc3cccnc3c2O)cc1	16	16	20	19	44	61	21	8.8*	26

Screening data as filed in PubChem BioAssay.
